High-throughput results (PubChem BioAssay)
Pyk2 oligo antag = Pyk2 (human) oligomerization antagonism. z-score (the deposit names both 25 µM and 10 µM). Q14289. 99,000 tested, 0.83% active. Q293 cells, Pyk2 FERM NanoBiT luminescence; active compounds read low. AID 1347419;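 active = Z-score of -3 or lower, scaled per plate to the spread of control and sample wells; inactive = z-score above -3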;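 also: negative z-score means lost luminescence so less FERM oligomerization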
Target sequence (Q14289 whole entry, looked up): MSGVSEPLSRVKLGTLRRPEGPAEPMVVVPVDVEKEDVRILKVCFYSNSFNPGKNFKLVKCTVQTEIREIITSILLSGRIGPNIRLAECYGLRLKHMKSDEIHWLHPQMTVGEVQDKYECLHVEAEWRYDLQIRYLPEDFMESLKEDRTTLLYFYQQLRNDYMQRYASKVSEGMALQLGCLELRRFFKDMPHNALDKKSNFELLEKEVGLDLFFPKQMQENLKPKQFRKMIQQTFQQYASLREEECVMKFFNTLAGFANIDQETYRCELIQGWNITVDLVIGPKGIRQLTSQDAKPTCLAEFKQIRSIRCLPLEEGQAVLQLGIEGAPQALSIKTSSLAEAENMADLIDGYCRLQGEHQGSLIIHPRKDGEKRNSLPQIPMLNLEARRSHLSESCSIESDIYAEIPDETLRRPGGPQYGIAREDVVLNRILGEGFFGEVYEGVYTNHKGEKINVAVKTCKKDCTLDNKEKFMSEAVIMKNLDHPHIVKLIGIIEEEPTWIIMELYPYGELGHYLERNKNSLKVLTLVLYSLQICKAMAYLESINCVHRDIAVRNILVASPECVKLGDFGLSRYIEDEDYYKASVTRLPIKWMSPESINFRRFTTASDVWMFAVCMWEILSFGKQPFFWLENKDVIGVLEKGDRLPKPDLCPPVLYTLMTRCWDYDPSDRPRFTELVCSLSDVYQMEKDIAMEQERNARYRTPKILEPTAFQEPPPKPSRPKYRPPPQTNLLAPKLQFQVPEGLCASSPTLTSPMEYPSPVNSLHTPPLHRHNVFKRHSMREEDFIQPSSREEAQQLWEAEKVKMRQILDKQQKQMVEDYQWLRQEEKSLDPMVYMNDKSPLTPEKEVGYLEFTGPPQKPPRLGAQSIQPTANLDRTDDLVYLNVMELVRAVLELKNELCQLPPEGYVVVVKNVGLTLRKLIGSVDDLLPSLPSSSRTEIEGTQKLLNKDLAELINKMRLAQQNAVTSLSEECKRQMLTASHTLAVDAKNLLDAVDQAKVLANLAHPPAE
* = called active by the depositor. Only part of the results is shown (hit frequency here may not be typical).

What do the screens show for `O=c1oc2cc(Oc3ccc(C(F)(F)F)cc3[N+](=O)[O-])ccc2c2c1CCCC2`?
Pyk2 oligo antag: -0.03

What do the screens show for `O=C(COC(=O)Cc1ccsc1)Nc1ccc(Cl)c(S(=O)(=O)N2CCOCC2)c1`?
Pyk2 oligo antag: 0.31

How did O=C1c2ccccc2C(=O)C1c1ccnc2ccccc12 do in these assays?
Pyk2 oligo antag: -0.32

Results for COc1ccc2cc3c(N)nn(C(=O)c4ccc(Cl)c([N+](=O)[O-])c4)c3nc2c1 ?
Pyk2 oligo antag: -1

What do the screens show for `O=S(=O)(NCC1CCCO1)c1cnc(Cl)c(Br)c1` (centres undefined)?
Pyk2 oligo antag: 0.37

How did N=C1C(=O)OCC1c1ccccc1NC(=O)c1ccccc1 (centres undefined) do in these assays?
Pyk2 oligo antag: 0.7

Results for CCOC(=O)c1ccc(N/C=C\C(=O)c2cccc(OC)c2)cc1 ?
Pyk2 oligo antag: 1.8

How did CC(C)(C)Nc1nc(Cl)nc(NC(C)(C)C)n1 do in these assays?
Pyk2 oligo antag: -0.33

How did O=C(Cc1ccccc1)N/N=C/c1ccccn1 do in these assays?
Pyk2 oligo antag: 0.1

What do the screens show for `Cc1ccc(NC(=S)NCC23C=CC(O2)C2C(=O)N(c4ccc(C)cc4)C(=O)C23)cc1` (centres undefined)?
Pyk2 oligo antag: -0.03

How did COCCn1cnnc1SCC(=O)Nc1cccc(S(=O)(=O)N2CCCCCC2)c1 do in these assays?
Pyk2 oligo antag: 2.1

How did Cc1nnc(SCC(=O)Nc2cc(C(C)(C)C)nn2-c2ccccc2)s1 do in these assays?
Pyk2 oligo antag: 0.26

How did CCOC(=O)c1c(-c2ccc(F)cc2)csc1NC(=O)CN1C(=O)NC2(CCCCC2C)C1=O (centres undefined) do in these assays?
Pyk2 oligo antag: -1.5

How did CCN(CC)c1ccc(/C=N/N2CCN(Cc3ccccc3)CC2)c(O)c1 do in these assays?
Pyk2 oligo antag: -0.66

What do the screens show for `CSc1cccc(NC(=O)CCCOc2ccc(Cl)cc2Cl)c1`?
Pyk2 oligo antag: 1.3

What do the screens show for `O=C(CN1C(=O)c2ccccc2C1=O)NN1C(=O)c2ccccc2C1=O`?
Pyk2 oligo antag: 1.9

What do the screens show for `CCOc1ccc(Br)cc1S(=O)(=O)Nc1cccc(S(=O)(=O)N(CC)CC)c1`?
Pyk2 oligo antag: 1.2

What do the screens show for `CN(C)S(=O)(=O)c1ccc(Cl)c(NC(=O)CSc2nc3ccccc3c(=O)n2CCCN2CCOCC2)c1`?
Pyk2 oligo antag: -0.05

Results for COc1ccc(C(=O)/C=C/c2ccccc2OC)c(OC(=O)c2ccc([N+](=O)[O-])cc2)c1 ?
Pyk2 oligo antag: -3.3*

Results for CC1(C)CC(=O)c2cc(O)ccc2O1 ?
Pyk2 oligo antag: 0.58

What do the screens show for `O=C(Nc1ccc(O)c(-c2nc3ccccc3s2)c1)c1cc(=O)c2ccccc2o1`?
Pyk2 oligo antag: 0.23

Results for O=C(CNCc1ccc(F)cc1)Nc1ccccc1-c1ccccc1 ?
Pyk2 oligo antag: -0.24

What do the screens show for `Cc1c(O)c2c3c(cccc3c1O)C(=O)N(c1ccccc1)C2=O`?
Pyk2 oligo antag: 0.65

What do the screens show for `COc1ccc(/C=N/NC(=O)C(=O)NCC2CCCO2)cc1` (centres undefined)?
Pyk2 oligo antag: 2.3

What do the screens show for `Cc1ccccc1C(=O)OCCN1CCOCC1`?
Pyk2 oligo antag: 1.2

How did Cc1ccccc1C(=O)Nc1ccccc1Sc1ccccc1 do in these assays?
Pyk2 oligo antag: -0.82

How did Cc1cccc(C(C)(C)C)c1OCCN1CCCC1 do in these assays?
Pyk2 oligo antag: -0.12

How did Cc1ccn2cc(-c3ccc(NS(=O)(=O)c4ccccc4)cc3)nc2c1 do in these assays?
Pyk2 oligo antag: -1.2

What do the screens show for `COc1ccc(S(=O)(=O)N(n2c(C)nnc2-n2nc(C)cc2C)S(=O)(=O)c2ccc(OC)cc2)cc1`?
Pyk2 oligo antag: 0.87

Results for COc1ccc(CCNC(=O)COC(=O)/C=C/c2ccc(OCC#N)c(OC)c2)cc1OC ?
Pyk2 oligo antag: -0.07

Results for CCCC1CCC(=C(C#N)C(N)=O)CC1 (centres undefined) ?
Pyk2 oligo antag: 0.53

What do the screens show for `O=C(CSc1nnnn1-c1ccc(Cl)cc1)Nc1cccnc1Cl`?
Pyk2 oligo antag: 1.1

How did Cc1ccc(N2C(=O)NC(C(F)(F)F)(C(F)(F)F)C3=C2CC(C)(C)CC3=O)cc1 do in these assays?
Pyk2 oligo antag: 0.63

Results for Cc1ccc(NC(=O)CSc2nnnn2-c2ccc3c(c2)OCO3)cc1C ?
Pyk2 oligo antag: 0.84

Results for CC(C)CCCCCCNC(=S)Nc1ccc(S(=O)(=O)N2CCOCC2)cc1 ?
Pyk2 oligo antag: 0.07

What do the screens show for `C=CCNCCOc1ccccc1-c1ccccc1`?
Pyk2 oligo antag: 0.53

How did O=C(CCCc1ccccc1)c1ccc2c(c1)OCCO2 do in these assays?
Pyk2 oligo antag: -1.5

Results for Cc1ccnc(NC(=O)c2ccoc2C)c1 ?
Pyk2 oligo antag: 0.21

Results for COc1cccc(N/C(SCc2ccccc2C)=C(/C#N)C(=O)NCc2cccs2)c1 ?
Pyk2 oligo antag: 0.32

How did CCN(CC)CC#CC(C)(C)OC(C)=O do in these assays?
Pyk2 oligo antag: 0.17

How did CC(C)c1ccc(NC(=O)Cn2cccc2C2=NC(c3ccccc3)CO2)cc1 (centres undefined) do in these assays?
Pyk2 oligo antag: -3

Results for Cc1nc2ccccc2n1/N=C/c1ccc([N+](=O)[O-])o1 ?
Pyk2 oligo antag: -0.31

Results for CCNc1nc(ON=C(C)C)nc(N(C)C)n1 ?
Pyk2 oligo antag: 0.55

Results for CC(=O)c1cc(C#N)c(Oc2ccc(Cl)cc2Cl)nc1C ?
Pyk2 oligo antag: 1.4

How did Nc1ccc(C(=O)OC2CCOC2=O)cc1[N+](=O)[O-] (centres undefined) do in these assays?
Pyk2 oligo antag: 0.17

Results for CCN(CC)CCOC(=O)/C=C/c1ccccc1OC ?
Pyk2 oligo antag: -0.12

What do the screens show for `Cc1cccc2c1CC(C)(C)NC2=C(C#N)C#N`?
Pyk2 oligo antag: -0.06

Results for COc1ccc(NC(=O)/C(C#N)=C/C=C/c2ccco2)cc1 ?
Pyk2 oligo antag: 0.36

What do the screens show for `CC(C)OCCCNC(=O)c1cccc(NC(=O)c2ccccc2)c1`?
Pyk2 oligo antag: 0.87

What do the screens show for `Cc1cccc(-n2c3nc(=O)[nH]c(=O)c-3cc3cc([N+](=O)[O-])ccc32)c1`?
Pyk2 oligo antag: -2.2

How did CN(C)S(=O)(=O)c1ccc(N2CCCC2)c(C(=O)Nc2nc3c(ccc4ccccc43)s2)c1 do in these assays?
Pyk2 oligo antag: 0.41

What do the screens show for `Cc1ccc(S(=O)(=O)n2ccc(-c3ccc(OCc4c(F)cccc4Cl)cc3)n2)cc1`?
Pyk2 oligo antag: -0.67

How did COc1ccccc1Oc1ccc(N/C=C2/CCCC2=O)cc1 do in these assays?
Pyk2 oligo antag: 0.42

Results for O=[N+]([O-])c1cccc(/C=N\N2CCN(c3ccc(Cl)cc3)CC2)c1 ?
Pyk2 oligo antag: 0.66

Results for CC(C)C/C(O)=C/c1nc2cc(Cl)ccc2oc1=O ?
Pyk2 oligo antag: -0.83

How did COc1cc(CC(C#N)(CO)c2nc3ccccc3[nH]2)ccc1OC(F)F (centres undefined) do in these assays?
Pyk2 oligo antag: 0.28

What do the screens show for `Cc1ccc(NS(=O)(=O)c2cccc(C(=O)Nc3cc(C)on3)c2)cc1`?
Pyk2 oligo antag: 0.98

How did CCOc1ccc(NC(=O)CSc2nc3ccccc3c(=O)n2Cc2cccs2)cc1 do in these assays?
Pyk2 oligo antag: 0.79

What do the screens show for `Cc1nn(S(=O)(=O)c2ccc([N+](=O)[O-])cc2)c(C)c1Sc1ccccc1`?
Pyk2 oligo antag: -0.51

What do the screens show for `NS(=O)(=O)c1ccc(CCNC(=O)CN2CCN(c3ccc(F)cc3)CC2)cc1`?
Pyk2 oligo antag: 0.71

How did O=C(CSc1ccc(Cl)cc1)Nc1ncccn1 do in these assays?
Pyk2 oligo antag: 1.4

How did COc1ccc2c(=O)c(C(=O)O)c(-c3ccc4c(c3)OCO4)n(C)c2c1 do in these assays?
Pyk2 oligo antag: 0.41

Results for Nn1c(Cc2cccc3ccccc23)nnc1SCc1ccccc1 ?
Pyk2 oligo antag: 1.1

How did COc1ccc(C(=O)NC(=S)NC2CCSC2=O)cc1 (centres undefined) do in these assays?
Pyk2 oligo antag: 0.59

What do the screens show for `CC(C)(C)C(=O)NC(=S)Nc1ccccc1C(N)=O`?
Pyk2 oligo antag: 0.73

What do the screens show for `COc1ccc(/C=C(\C#N)C(=O)Nc2cc(S(=O)(=O)N3CCCCC3)ccc2N2CCCCC2)cc1`?
Pyk2 oligo antag: -0.68

How did CCNCCNc1ccc(Cl)cc1[N+](=O)[O-] do in these assays?
Pyk2 oligo antag: 0.2

How did O=C(COc1ccccc1[N+](=O)[O-])N/N=C/c1ccc(O)cc1 do in these assays?
Pyk2 oligo antag: 0.41

How did COc1ccccc1/C=C1/C(=O)N(c2cc(C)cc(C)c2)C(c2cccc([N+](=O)[O-])c2)S1(=O)=O (centres undefined) do in these assays?
Pyk2 oligo antag: -0.35

How did CC(=O)Oc1ccc(C(=O)Cc2ccccn2)c(O)c1 do in these assays?
Pyk2 oligo antag: 0.47

A draw from above in order of length of the SMILES, lowest first.
How did COc1ccc(C(=O)NC(=S)NC2CCSC2=O)cc1 (centres undefined) do in these assays?
Pyk2 oligo antag: 0.59

How did O=C(COc1ccccc1[N+](=O)[O-])N/N=C/c1ccc(O)cc1 do in these assays?
Pyk2 oligo antag: 0.41

How did COc1ccc2c(=O)c(C(=O)O)c(-c3ccc4c(c3)OCO4)n(C)c2c1 do in these assays?
Pyk2 oligo antag: 0.41

The listing picks up, repeating the 4 entries before the break.
How did CCNCCNc1ccc(Cl)cc1[N+](=O)[O-] do in these assays?
Pyk2 oligo antag: 0.2

How did O=C(COc1ccccc1[N+](=O)[O-])N/N=C/c1ccc(O)cc1 do in these assays?
Pyk2 oligo antag: 0.41

How did COc1ccccc1/C=C1/C(=O)N(c2cc(C)cc(C)c2)C(c2cccc([N+](=O)[O-])c2)S1(=O)=O (centres undefined) do in these assays?
Pyk2 oligo antag: -0.35

How did CC(=O)Oc1ccc(C(=O)Cc2ccccn2)c(O)c1 do in these assays?
Pyk2 oligo antag: 0.47

How did CCOC(=O)c1c(/N=C/c2cccc([N+](=O)[O-])c2O)sc(C)c1C do in these assays?
Pyk2 oligo antag: 0.56

What do the screens show for `O=C(N/N=C/c1cn(-c2ccccc2)nc1-c1cccs1)c1ccc(Cl)cc1`?
Pyk2 oligo antag: -0.74

Results for O=C(COC(=O)[C@H](Cc1c[nH]c2ccccc12)NC(=O)c1cccs1)NCc1ccccc1 ?
Pyk2 oligo antag: 0.67

What do the screens show for `Cc1ccc(C2CC(c3ccccc3)=NN2C(=O)CSc2nnc(-c3ccncc3)n2C)o1` (centres undefined)?
Pyk2 oligo antag: 0.07

What do the screens show for `Cc1ccc(NC(=O)Cn2cccc2C2=NC(c3ccccc3)CO2)cc1C` (centres undefined)?
Pyk2 oligo antag: -2.4

Results for Cc1ccc(C(=O)N/C(=C/c2ccc(-c3ccc(Br)cc3)o2)C(=O)NC2CCS(=O)(=O)C2)cc1 (centres undefined) ?
Pyk2 oligo antag: -0.15

How did COc1ccc(OCC(O)CNC(=O)c2ccccc2C(=O)O)cc1 (centres undefined) do in these assays?
Pyk2 oligo antag: -0.8

What do the screens show for `C=CCN(C(=O)CNC(=O)c1ccco1)C(C(=O)NC1CCCCC1)c1ccc(OC)cc1` (centres undefined)?
Pyk2 oligo antag: -0.26

Results for COc1cc(NC(=O)c2ccccc2-c2ccccc2)cc(OC)c1 ?
Pyk2 oligo antag: -1.1

How did COc1ccc(CCNC(=O)COC(=O)/C=C/c2ccc(OCC#N)c(OC)c2)cc1 do in these assays?
Pyk2 oligo antag: 0.66

What do the screens show for `COc1cccc2c(C)c(C(=O)O)[nH]c12`?
Pyk2 oligo antag: -0.12

What do the screens show for `N#CC(C(=O)NC1CCCCC1)=C1CCCCCC1`?
Pyk2 oligo antag: 0.78

What do the screens show for `COc1ccc2nc(-c3ccc(N)cc3)[nH]c2c1`?
Pyk2 oligo antag: -0.02

Results for CCOC(=O)C(=CNc1cccc(C)c1C)C(=O)OCC ?
Pyk2 oligo antag: -1.1

What do the screens show for `CCC(=NCCc1c(C)[nH]c2ccccc12)C1=C(O)CC(c2ccccc2)CC1=O` (centres undefined)?
Pyk2 oligo antag: -1.3

Results for CC(C)CCNC1=CC(=O)CC(c2ccccc2)C1 (centres undefined) ?
Pyk2 oligo antag: 0.36

Results for CC1CN(C(=O)C2CC2)C(C)CN1C(=O)C1CC1 (centres undefined) ?
Pyk2 oligo antag: -0.57

How did CCn1ncc(CNC(=O)C2(C)CC2(Cl)Cl)c1C (centres undefined) do in these assays?
Pyk2 oligo antag: 0.52

What do the screens show for `COCCCNC(=O)COc1ccc(S(=O)(=O)NCc2ccccc2)cc1Cl`?
Pyk2 oligo antag: 0.6

How did CCc1ccc(NC(=O)C/C(C)=N/NC(=O)OCc2ccc(OC)cc2)cc1 do in these assays?
Pyk2 oligo antag: 1.1

Grouped by structure: the entries above containing a COOH group
How did COc1ccc2c(=O)c(C(=O)O)c(-c3ccc4c(c3)OCO4)n(C)c2c1 do in these assays?
Pyk2 oligo antag: 0.41

How did COc1ccc(OCC(O)CNC(=O)c2ccccc2C(=O)O)cc1 (centres undefined) do in these assays?
Pyk2 oligo antag: -0.8

What do the screens show for `COc1cccc2c(C)c(C(=O)O)[nH]c12`?
Pyk2 oligo antag: -0.12

(cont.)
How did Cc1nn(Cc2ccccc2)c(C)c1NC(=O)c1cccs1 do in these assays?
Pyk2 oligo antag: 2

How did COc1ccc(NC(=O)COC(=O)CNC(=O)c2cc(OC)c(OC)c(OC)c2)cc1 do in these assays?
Pyk2 oligo antag: -0.28

Results for CC1CN=C2C(C(=O)Nc3ccccc3)=C(O)CC(c3ccccc3)N21 (centres undefined) ?
Pyk2 oligo antag: -0.58

Results for O=C(c1cc([N+](=O)[O-])ccc1Cl)N1c2ccccc2Sc2ccccc21 ?
Pyk2 oligo antag: -0.64

What do the screens show for `COc1ccc(/C=c2\s/c(=C/C(=O)c3ccc(C)cc3)[nH]c2=O)c(OC)c1`?
Pyk2 oligo antag: -0.88
